# RBBP9 inhibitor = blocks human serine hydrolase RBBP9 | O75884 | recombinant RBBP9, FP-Rh probe fluorescence polarization | inhibition, % at 7.94 µM | 220,000 compounds, 0.2% hits | AID 1515;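 active = inhibition above the campaign mean of all tested compounds plus 3 SD, cut at about 14% in these data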;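 also: plate controls were DMSO wells with RBBP9 for no effect and wells lacking RBBP9 protein for full effect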
#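 Test system: recombinant human RBBP9. Quantity: 2.5 µM RBBP9 dispensing solution, before mixing. Detection: FP readout at 525/598 nm. Reagent: Serine-hydrolase probe FP-Rh, 375 nM pre-mixing. Measure: % inhibition. Control set: DMSO-treated enzyme wells and wells lacking RBBP9. Buffer or medium: Tris-NaCl-Pluronic buffer, pH 8.0. Times: preincubation 30 min plus labeling 45 min at 25 °C.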
# EBV gp42 block = blocks Epstein-Barr virus glycoprotein 42 binding | Fluorescence polarization binding assay, mP read-out | AID 1085 | 220,000 compounds, 0.42% hits | Q1HVG2 | inhibition, % (tested at 21.74 µM); in the data active = inhibition above about 50%
# Runt-SMMHC FRET = inhibitors of human RUNX1 Runt domain binding to CBFb-SMMHC | Cerulean-Runt/Venus-CBFb-SMMHC FRET ratio 530/480, 1 h | inhibition, % at 20 µM | 220,000 compounds, 0.74% hits | AID 1434;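 active = mean inhibition across duplicate retests at 20 µM reaching about 50%, limit read from the data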;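 also: 0% = DMSO wells and 100% = wells with excess untagged CBFb-SMMHC; inhibitors lower the FRET ratio by blocking Runt binding to CBFb-SMMHC; some results filed as inactive read as strong as hits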
# p97 ATPase inh = blocks human p97 ATPase activity | AID 1481 | 220,000 compounds, 0.42% hits | recombinant p97 ATPase, Kinase-Glo ATP luminescence, 3 h | P55072 | inhibition, % at 8 µM; in the data active = inhibition above about 15%;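 also: 0% = DMSO vehicle and 100% = wells lacking enzyme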
# m-calpain inh = blocks pig calpain II enzyme activity; purified calpain II, fluorogenic peptide substrate, 30 min; inhibition, % at 16 µM; 220,000 compounds, 0.37% hits; AID 1236;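 active = inhibition above about 50%, limit read from the data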
# TbHK1 inh = blocks Trypanosoma brucei hexokinase 1 activity. inhibition, % at 10 µM. 220,000 compounds, 0.11% hits. recombinant TbHK1, G6PDH-coupled NADH A340;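 active = inhibition of 50% or more in the single-dose primary screen; inactive = inhibition below 50%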
# NCF1 inh = inhibitors of human p47phox binding. AID 1274. p47phox/p22phox peptide binding, fluorescence polarization, 2 h. 220,000 compounds, 0.53% hits. inhibition, % at 24.7 µM;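 active = inhibition above about 30%, limit read from the data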;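 also: 0% = p47phox with labelled peptide and 100% = labelled peptide alone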
# Target sequence (P14598 whole entry, looked up): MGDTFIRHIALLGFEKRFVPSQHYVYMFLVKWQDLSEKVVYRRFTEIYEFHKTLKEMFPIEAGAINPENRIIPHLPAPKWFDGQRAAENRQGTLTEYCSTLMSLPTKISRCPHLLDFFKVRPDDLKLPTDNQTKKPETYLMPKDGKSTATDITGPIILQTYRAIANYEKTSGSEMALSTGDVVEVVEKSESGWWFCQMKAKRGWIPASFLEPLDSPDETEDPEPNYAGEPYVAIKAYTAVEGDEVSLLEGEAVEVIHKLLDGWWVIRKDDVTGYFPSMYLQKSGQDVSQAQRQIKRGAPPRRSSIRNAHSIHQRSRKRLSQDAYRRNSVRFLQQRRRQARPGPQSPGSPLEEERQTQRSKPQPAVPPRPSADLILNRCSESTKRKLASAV
# Runt-CBFb FRET = Runt domain-CBFb interaction inhibition. Q01196+Q13951. Cerulean-Runt/Venus-CBFb FRET ratio 530/480, 1 h. inhibition, % at 20 µM. 220,000 compounds, 0.46% hits. AID 1496;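 active = inhibition over about 50% at 20 µM in the single-dose screen, limit read from the data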;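 also: 0% = DMSO wells and 100% = excess unlabeled CBFb competitor control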
#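 System: Cerulean-labeled Runt domain protein | Quantity: 100 nM of each labeled protein | Schedule: 1 h compound exposure, room temperature | Detection: Fluorescence energy transfer, 422 nm excitation, 530/480 nm emission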
# Furin inhibitor = inhibitors of human furin. P09958. purified furin, fluorogenic substrate cleavage. inhibition, % at 30 µM. 220,000 compounds, 0.061% hits; in the data active = inhibition above about 25%; also: inactives centre near -15
# Target sequence (P09958 108-714 limits assumed): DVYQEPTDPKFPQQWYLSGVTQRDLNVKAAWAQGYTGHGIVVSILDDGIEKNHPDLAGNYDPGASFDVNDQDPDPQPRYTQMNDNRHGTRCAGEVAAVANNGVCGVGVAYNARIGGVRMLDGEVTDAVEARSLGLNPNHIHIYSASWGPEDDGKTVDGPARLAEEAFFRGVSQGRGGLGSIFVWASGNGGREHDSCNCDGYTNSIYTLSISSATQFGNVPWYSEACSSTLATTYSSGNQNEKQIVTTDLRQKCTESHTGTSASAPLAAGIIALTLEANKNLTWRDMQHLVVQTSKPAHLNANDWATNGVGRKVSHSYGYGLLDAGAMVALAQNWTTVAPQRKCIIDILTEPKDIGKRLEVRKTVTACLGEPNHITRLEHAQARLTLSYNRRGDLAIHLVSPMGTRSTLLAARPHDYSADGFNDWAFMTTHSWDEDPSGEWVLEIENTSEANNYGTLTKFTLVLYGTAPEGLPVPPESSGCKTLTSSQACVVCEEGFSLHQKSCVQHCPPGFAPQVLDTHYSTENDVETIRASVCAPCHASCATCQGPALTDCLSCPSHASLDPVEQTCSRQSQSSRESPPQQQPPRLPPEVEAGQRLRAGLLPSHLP
# An asterisk follows results filed as active; / = no result given; & = joins results of further samples; [ ] = dose if it differs, or a comment.
SMILES,RBBP9 inhibitor,EBV gp42 block,Runt-SMMHC FRET,p97 ATPase inh,m-calpain inh,TbHK1 inh,NCF1 inh,Runt-CBFb FRET,Furin inhibitor
O=C(O)c1ccc(CS(=O)(=O)c2cccc(C(F)(F)F)c2)o1,-5.6,-35.6,-0.9,0.2,15.3,5.0,2.2,/,-16.0
COc1cccc(N(C(=O)Cn2nnc3ccccc32)C(C(=O)NCc2ccco2)c2cccnc2)c1 (stereo not drawn),-7.6,-13.1,3.9,-3.4,-7.3,4.8,-3.2,1.1,-13.7
COCCN(C(=S)Nc1cccc(Cl)c1C)C(C)c1ccco1 (stereo not drawn),-4.2,1.4,-0.2,-6.4,25.2,-1.9,-1.8,-0.2,-3.1
O=C(NN=C1CCN(Cc2ccccc2)CC1)c1cccc(S(=O)(=O)Nc2ccccc2Cl)c1,-2.2,-9.5,0.9,6.4,-47.6,12.6,-2.8,-1.5,-8.6
O=C(NCc1ccccn1)c1cc(Br)ccc1Cl,-1.0,2.8,-9.2,-2.2,0.3,0.6,0.1,-0.3,-15.8
O=C1C2C(C(=O)N1c1nccs1)C1C=CC2C12CC2 (stereo not drawn),6.4,-4.8,-0.9,4.1,-4.8,1.5,-3.3,0.4,-7.7
CN(C(=O)CSc1nnc(Cc2ccccc2F)n1N)C1CCS(=O)(=O)C1 (stereo not drawn),-6.9,-2.1,2.1,5.4,24.7,-5.9,-7.1,-1.9,-11.0[20 µM]
CC1(C)OC(=O)C(=CNc2ccccc2F)C(=O)O1,-0.1,-4.8,3.9,3.2,4.6,-15.6,-3.0,-0.6,18.3[20 µM]
Cc1nn(-c2ccc(F)cc2)c2c1cc(C#N)c1nc3ccccc3n12,-8.9,-11.4,13.3,-3.3,-369.1,-13.1,-2.3,-0.4,-13.0[20 µM]
O=C(NC(=O)c1ccccc1Cl)Nc1ccc(-c2cnco2)cc1,-14.7,2.8,-1.9,1.9,2.1,-2.7,-2.7,-1.8,-30.5
O=C(Nc1ccc(NC(=O)C2CC2)cn1)c1ccccc1Cl,-10.4,-24.7,-3.0,-2.1,3.5,-2.9,-3.0,-1.3,-35.4[20 µM]
CCOC(=O)C1CCCCN1Cc1ccccc1C(F)(F)F (stereo not drawn),3.0,-4.8,-14.1,5.6,-26.5,-1.5,4.3,-2.8,-14.0
CCc1ccc(C2C(C#N)=C(N)C(C#N)(C#N)C3=CCC(C(C)(C)C)CC32)cc1 (stereo not drawn),-2.7,6.0,-20.7,0.6,-44.6,0.0,1.5,7.2,-12.0[20 µM]
O=C(O)c1cc(-c2ccco2)nc2ccc(Br)cc12,-6.7,2.2&-12.2,3.6&4.3,3.0,-97.9&-151.0,-39.0,-4.7&6.6,9.2&7.0,-12.3
Cc1ccc(Cl)cc1NC(=S)N(CCCN1CCN(C)CC1)Cc1ccco1,-4.7,-13.3,1.3,2.0,-3.4,4.0,1.9,3.2,-18.3
Cc1ccc(C(=O)NC2(C(F)(F)F)N=C3SCCN3C2=O)cc1 (stereo not drawn),4.8,-17.4,-0.2,3.5,-21.0,1.5,-10.8,2.2,-14.0[20 µM]
CCC(C)C(NC(=O)C(N)CC(C)C)C(=O)NC(CCC(=O)OCc1ccccc1)C(N)=O (stereo not drawn),-8.6,-16.7,1.1,-0.9,17.5,0.9,0.3,-0.6,10.6[20 µM]
Nc1ccc(C(=O)OCc2ccncc2)cc1[N+](=O)[O-],-4.0,-3.7,-1.8,3.6,0.3,-3.9,-6.0,-1.1,-25.0
O=C(OCCN1CCOCC1)C(c1ccccc1)c1ccccc1,0.2,-27.7,-1.6,1.2,-1.4,-8.4,-10.0,0.8,-16.8
Oc1c(Br)cc2oc3c(c2c1CNCc1ccccc1)CCCC3,7.0,-0.5,-7.4,3.5,-43.9,-4.8,2.8,20.5,-16.3[20 µM]
C/C=C\C=C/C(=O)Nc1cccc(C2=NOC3(C2)C[C@@H](C(N)=O)N(C(=O)COc2ccc(Cl)cc2)C3)c1 (stereo partly drawn),/,-0.9,-7.6,/,-38.0,-6.6,-40.2,-7.0,1.5
CCN(CC)S(=O)(=O)c1cc(NC(=O)C(C)Nc2ccccc2N2CCOCC2)ccc1C (stereo not drawn),-6.4,6.9,0.5,-10.9,26.8,5.0,3.8,-3.4,-3.6
CC1(C)CC(=O)C2=C(C1)NC(=O)CC2c1cccc(F)c1 (stereo not drawn),-9.0,5.6,-8.2,-0.4,-27.4,5.1,-1.4,-2.3,-0.6
CCCNC(=O)CN(c1ccc(F)c(Cl)c1)S(C)(=O)=O,-3.7,-20.2,3.9,2.1,-5.8,0.3,-13.5,2.0,-20.9[20 µM]
CCCCOCP(=O)(CC)COCCCC,5.0,-19.1,-1.7,-0.3,-25.3,7.0,-8.1,-1.9,-18.1[20 µM]

# Already shown: 3 of the compounds above.
SMILES,RBBP9 inhibitor,EBV gp42 block,Runt-SMMHC FRET,p97 ATPase inh,m-calpain inh,TbHK1 inh,NCF1 inh,Runt-CBFb FRET,Furin inhibitor
O=C(O)c1ccc(CS(=O)(=O)c2cccc(C(F)(F)F)c2)o1,-5.6,-35.6,-0.9,0.2,15.3,5.0,2.2,/,-16.0
COc1cccc(N(C(=O)Cn2nnc3ccccc32)C(C(=O)NCc2ccco2)c2cccnc2)c1 (stereo not drawn),-7.6,-13.1,3.9,-3.4,-7.3,4.8,-3.2,1.1,-13.7
COCCN(C(=S)Nc1cccc(Cl)c1C)C(C)c1ccco1 (stereo not drawn),-4.2,1.4,-0.2,-6.4,25.2,-1.9,-1.8,-0.2,-3.1

# Other records:
SMILES,RBBP9 inhibitor,EBV gp42 block,Runt-SMMHC FRET,p97 ATPase inh,m-calpain inh,TbHK1 inh,NCF1 inh,Runt-CBFb FRET,Furin inhibitor
COc1ccc(-n2cc(CNCCN3CCOC3=O)c(-c3ccccc3Cl)n2)cc1,-6.5,-8.6,2.1,7.6,-10.2,-7.4,-10.1,1.6,-1.0
COc1ccccc1CN1C[C@@H]2C[C@@H](c3ccc(C)cc3)N3CCC[C@@]23C1=O,-12.0,5.1,0.6,-6.2,16.4,3.1,-3.1,1.9,-15.7
Cc1cc(NC(=O)c2cc3nc(C4CC4)cc(C(F)(F)F)n3n2)no1,-7.2,-17.7,1.0,4.7,-104.1,0.4,-52.9,-0.5,-21.8[20 µM]
Cc1cc(C)cc(NC(=O)c2ccc(CNc3c(N4CCCC4)c(=O)c3=O)cc2)c1,-10.4,-7.7,-4.1,5.9,-8.6,1.8,-15.6,-2.8,-23.9
CCOC(=O)c1c(-c2ccc(F)cc2)csc1NC(=O)CN1C(=O)NC2(CCCCC2C)C1=O (stereo not drawn),1.1,-16.9,3.6,3.9,-6.5,-5.8,-16.1,-2.7,-34.9
Cc1cc(O)c(-c2cc(C(=O)NCCc3ccc(S(N)(=O)=O)cc3)[nH]n2)cc1C,-7.8,-12.1,-5.0,0.4,12.5,7.0,-9.3,-1.1,-20.3
COc1cccc(C(=O)NC(=S)Nc2ccc([N+](=O)[O-])cc2C)c1,-8.5,-7.3,0.3,1.2,-7.1,2.7,-15.4,5.8,-16.4
COCCNC(=O)CN(C(=O)CCC(=O)Nc1ccccn1)c1ccc(F)cc1,-0.4,-18.0,-1.6,2.3,3.1,2.5,-20.1,-2.8,-20.1
CCCOc1ccc(C2C(C(=O)/C=C/c3ccco3)=C(O)C(=O)N2CCN2CCOCC2)cc1OC (stereo not drawn),-4.4,5.6,-12.2,3.9,-33.9,-7.5,-24.4,-3.3,-18.0
CC(C)c1ccc(C2NC(=O)NC3=C2CCc2ccccc23)cc1 (stereo not drawn),-7.3,-12.0,4.4,-5.3,-57.6,-8.1,-3.5,-2.4,-19.9[20 µM]
COc1cccc(C(=O)NC(C)C(c2cccs2)N2CCOCC2)c1 (stereo not drawn),1.6,-2.2,-6.0,-3.8,1.4,-5.4,-4.4,-0.9,-30.3
O=C(CSc1ccc(Cl)cc1)Nc1cccc(-c2nc3ncccc3o2)c1,-5.5,-3.2,-8.3,-6.6,-39.5,6.6,-9.3,-4.8,-5.9[20 µM]
C=CCOc1ccc(-c2n[nH]c(=S)o2)cc1,-4.5,0.6,1.3,1.3,-56.3,-8.1,-2.0,12.4,5.1
CCOC(=O)/C(C#N)=C1/C=C(C)NC(c2ccccc2O)=N1,-1.2,-10.2,60.7*,9.1,-10.8,-3.6,-34.4,25.3,-15.0[20 µM]
CC(C)(C)c1ccc(OC2=CS(=O)(=O)c3ccccc32)cc1,5.0,3.8,-0.5,0.7,32.1,8.3,-0.6,-0.2,-9.6[20 µM]
Cc1cccc(NC(=O)c2cc(NC(=O)c3ccco3)ccc2Cl)n1,1.5,7.9,-5.9,1.5,7.4,2.0,-3.5,0.2,-24.2[20 µM]
O=C(O)C(Cc1c[nH]c2ccccc12)N1C(=O)C2C3c4ccccc4C(c4ccccc43)[C@@H]2C1=O (stereo partly drawn),-7.5,-2.8,0.1,5.2,-1.1,4.5,-14.5,2.9,-20.6
Cc1c(Nc2c3ccccc3nc3ccccc23)c(=O)n(-c2ccccc2)n1C,-8.3,-7.2,29.3,-1.9,16.9,5.0,-5.5,114.2*,-1.6
CC1(C)CC(O)CC(C)(C)N1CC(O)COCCOc1ccc(Br)cc1 (stereo not drawn),-2.4,-3.5,-0.3,0.8,-18.3,2.6,-17.5,-0.7,-16.0[20 µM]
O=C1/C(=N\S(=O)(=O)c2cccs2)C([n+]2ccc(CCCc3ccccc3)cc2)=C([O-])c2ccccc21,-9.9,35.0,-3.7,11.5,13.6,-3.8,13.7,-0.9,-7.4
CC(C)N1CCN(Cc2ccoc2)CC1CCO (stereo not drawn),-11.4,2.2,-7.9,-1.5,19.0,3.4,-7.5,0.9,-18.8
Cc1ccccc1CNC(=O)c1ccccc1,-4.6,-10.8,-1.9,3.3,-0.9,-4.2,-5.8,1.5,-1.9[20 µM]
COCCNC(=O)c1cc2oc3ccccc3c2n1C,-6.0,-4.0,-3.9,-4.5,-8.1,14.3,-17.7,-0.6,-2.6[20 µM]
CC1Cc2ccccc2N1C(=O)CSc1nc2c(c(=O)n(C)c(=O)n2C)n1Cc1ccc(F)cc1 (stereo not drawn),-4.6,/,/,4.0,/,4.9,/,/,-18.9[20 µM]
COCCOC(=O)C1=C(C)NC(=O)NC1c1c(Cl)nc2c(C)cccn2c1=O (stereo not drawn),-2.0,8.6,-4.4,1.3,18.2,-33.9,-21.9,0.8,-3.1
# Going on with the list.
SMILES,RBBP9 inhibitor,EBV gp42 block,Runt-SMMHC FRET,p97 ATPase inh,m-calpain inh,TbHK1 inh,NCF1 inh,Runt-CBFb FRET,Furin inhibitor
O=C(Nc1nnc(-c2ccc(Cl)cc2)o1)c1cccc(N2C(=O)CCC2=O)c1,-10.3,7.6,5.1,-1.4,27.7,32.9,7.3,-0.8,-0.4
CN(CCO)C(=O)CCC(=O)Nc1ccc(S(N)(=O)=O)cc1,-7.0,-19.1,-2.7,4.5,6.2,59.6*,-12.3,1.2,-11.8
CC(=O)N(c1cccc(C)c1)S(=O)(=O)c1ccc(Cl)cc1,0.5,-8.5,1.9,0.0,8.7,2.6,-11.1,0.2,-20.6
O=C(O)c1ccc(NCc2ccc(Br)cc2)cc1,-7.4,-6.2,1.0,-0.1,8.3,-1.2,-7.0,0.7,-31.0
Cc1cc(=O)[nH]c(SCC(=O)NNC(=O)Cc2ccccc2)n1,5.7,-25.1,-4.5,1.7,4.2,-1.6,-0.4,-0.3,-11.7
CCc1ccc2c(c1)C1(NN=C(c3ccc(C)cc3)S1)C(=O)N2 (stereo not drawn),-0.5,13.6,17.1,6.9,0.5,3.3,-7.1,14.1,-17.0[20 µM]
Oc1c(N=NC(=S)Nc2ccccc2F)c2ccccc2n1Cc1ccccc1Cl,-5.1,-3.7,-6.0,-1.7,-35.1,11.3,-3.9,-1.6,-0.4
